# CRFBP-R2 agonist = CRF-BP/CRF-R2 complex agonism. HEK293 CRF-R2/CRF-BP, calcium dye fluorescence (FLIPR); percent of saturating CRF peptide response. activation, % at 13.2 µM. 0.46% of 350,000 active. AID 588473;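 active means activation of at least 50%, plus an integration ratio under a set limit after plate pattern correction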;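 further: plate controls were neutral control wells without compound for no effect and CRF at EC100 for full effect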
# MEKK3 PB1 HTS = raises or lowers MEK5 binding to the human MEKK3 PB1 domain; Q99759; binding response (% of control), % at 10 µM; 1.4% of 290,000 active; bead-based flow cytometry, Alexa488-MEK5 binding to MEKK3; actives lie on both sides; 0 = blocked by unlabeled MEK5, 100 = vehicle;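 active means binding response more than 3 SD above or below the average of its plate-row segment, actives on both sides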;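 further: Alexa488 bead fluorescence after subtracting the streptavidin-only scavenger bead signal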
# NS3 helicase inh = HCV NS3 helicase inhibition. NS3 helicase DNA unwinding, Cy5 molecular beacon fluorescence. inhibition, % at 10.9 µM. 0.56% of 290,000 active. AID 1800;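 active means inhibition above the mean of all tested compounds plus 3 SD, set per campaign, cut at about 35% in these data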;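 further: 0% = DMSO wells and 100% = thioflavine S control wells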
#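 System: HCV NS3 helicase fragment; control set: DMSO and thioflavine S; technique: Cy5 fluorescence at 0 and 60 min, beacon hairpin quenching; reagent: beacon DNA duplex substrate plus ATP; replicates: singlicate; schedule: 1 h reaction at 25 °C, ATP-initiated; medium: MOPS buffer pH 6.5 with MgCl2, DTT, Tween20, BSA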
# MEKK2 mut-MEK5 = signal of MEK5 binding to mutant human MEKK2 PB1 domain. percent response, % at 10 µM. 0.35% of 290,000 active. AID 1530. bead flow cytometry, Alexa488-MEK5 binding to MEKK2 mutant; in the data active means percent response above about 24%, passing the limit was not always enough; further: inactives centre near 1; some results filed as inactive read as strong as hits
# SUMO HTRF inh = inhibitors of human SUMOylation (UBC9); HTRF SUMOylation assay, SAE1/SAE2 + UBC9, in vitro; P63279; 0.36% of 290,000 active; AID 2006; inhibition, % at 35 µM; in the data active means inhibition above about 50%, passing the limit was not always enough; further: strong numbers were not always called active
# Target sequence (P63279 whole entry, looked up): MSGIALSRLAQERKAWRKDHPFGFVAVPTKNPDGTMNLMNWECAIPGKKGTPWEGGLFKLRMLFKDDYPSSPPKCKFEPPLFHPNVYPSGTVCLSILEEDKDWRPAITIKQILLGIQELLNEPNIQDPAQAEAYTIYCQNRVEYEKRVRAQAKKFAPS
# MEKK2wt PB1 HTS = raises or lowers MEK5 binding to wildtype human MEKK2 PB1 domain | Q9Y2U5 | bead flow cytometry, Alexa488-MEK5 binding to MEKK2 WT; actives lie on both sides | binding response (% of control), % at 10 µM | 1.1% of 290,000 active | AID 1531; in the data active means binding response below about 67% or above about 130%
# DNA FID counter = fluorescent intercalator displacement, NS3 helicase counter-screen | DNA fluorescent intercalator displacement, fluorescence | 0.17% of 290,000 active | inhibition, % at 7.9 µM; in the data active means inhibition above about 37%;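 further: 0% = vehicle and 100% = reference compound; higher means more ethidium bromide displaced from hairpin DNA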
# CRFR2-BP antag = CRF-BP/CRF-R2 complex antagonism. HEK293 CRF-R2/CRF-BP, CRF-induced calcium fluorescence. inhibition, % at 11.8 µM. 0.59% of 350,000 active;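 active means inhibition of the ligand-induced calcium signal above about 50% at the single tested concentration, limit read from the data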
# GalR3 antag = blocks the human galanin receptor 3 | O60755 | HEK293 GalR3-CNG cAMP membrane potential fluorescence; galR3 body fused to GalR1 C-terminus | inhibition, % at 3 µM | 0.44% of 360,000 active | AID 651719;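 active means inhibition above the screen-wide average plus 3 SD, cut at about 13% in these data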;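 further: forskolin and galanin both at EC90 stimulate the cells; cAMP rise reported by CNG channel membrane potential dye signal; 0% = forskolin plus galanin with DMSO and 100% = forskolin alone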
# Target sequence (O60755 1-299 limits assumed): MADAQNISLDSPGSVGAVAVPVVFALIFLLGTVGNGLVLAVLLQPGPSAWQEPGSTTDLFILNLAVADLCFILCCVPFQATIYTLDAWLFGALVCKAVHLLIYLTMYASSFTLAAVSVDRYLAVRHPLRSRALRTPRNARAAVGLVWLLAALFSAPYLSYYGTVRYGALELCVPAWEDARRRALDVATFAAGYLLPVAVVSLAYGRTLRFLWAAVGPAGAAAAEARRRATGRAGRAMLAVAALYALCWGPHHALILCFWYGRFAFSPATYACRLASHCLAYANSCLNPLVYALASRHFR
# * hit, by the source's call; x = not tested or not shown. Some of the compounds tested. The share of hits here may be higher or lower than overall.
SMILES,CRFBP-R2 agonist,MEKK3 PB1 HTS,NS3 helicase inh,MEKK2 mut-MEK5,SUMO HTRF inh,MEKK2wt PB1 HTS,DNA FID counter,CRFR2-BP antag,GalR3 antag
Cn1c(-c2ccc(F)cc2)cnc1SCC(=O)NCc1ccco1,-0.8,101,-1,2,-11,105,-11,0,-3
O=C(NC1(O)C(=O)c2ccccc2C1=O)c1ccccc1,-3.9,103,-2,9,84*,103,1,36,-4
O=C(COc1ccc(NC(=O)c2cccs2)cc1)c1ccc(F)cc1,-10.0,96,-4,1,1,101,-3,-2,0
Cn1c(=O)c([N+](=O)[O-])c(NC2CCS(=O)(=O)C2)c2ccccc21 (centres undefined),0.8,100,4,0,10,104,-1,15,0
O=C(NC1CCCCC1)c1cc([N+](=O)[O-])ccc1N1CCOCC1,0.6,98,7,2,-7,98,-1,8,-1
CCC1C(=O)N(c2nc(C)cc(C)n2)N=C1C (centres undefined),-0.8,106,2,4,7,104,-1,10,-6
COC(=O)Nc1nc(Sc2ncc(C(F)(F)F)cc2Cl)n[nH]1,-0.8,90,5,-7,7,92,1,32,0
COc1ccc(C(=O)OCC(=O)NCCN2C(=O)CSC2=O)cc1,4.5,107,-10,-1,15,98,-4,6,0
O=C(N/C(=C\c1ccccc1)C(=O)N1CCOCC1)c1cccc(Br)c1,-0.8,100,8,7,2,102,-31,-8,-2
N#CC1=C(N)Oc2cc(O)ccc2C1c1ccc(Br)s1 (centres undefined),34,103,2,1,3,104,-1,-34,-9
COC(=O)CNC(=O)Cn1cnc2sc(C)c(S(=O)(=O)N3CCN(c4ccccc4OC)CC3)c2c1=O,0.9,99,-2,-3,9,95,-9,-8,-7
O=C(C1=C[C@@H](c2ccc(Br)cc2)C[C@@H](OCc2ccc(CO)cc2)O1)N1CCN(Cc2ccccc2)CC1,1.9,107,-26,8,-6,109,-20,6,x
CCOC(=O)CSc1nc2c(sc(=S)n2-c2ccc(OCC)cc2)c(=O)[nH]1,0.3,102,-2,-11,0,85,-45,5,-3
O=C(C1CCCN(C2CC(=O)N(c3ccc(F)cc3)C2=O)C1)N1CCCC1 (centres undefined),-1.1,104,-2,2,3,105,-9,7,-2
CN1CCN(C(=O)C2CCN(c3ncnc4c3nc3n4CCCCC3)CC2)CC1,0.5,98,-13,-4,8,96,-5,4,-4
CC1(C)CC(=O)C2=C(C1)OC(N)=C(C#N)[C@@]21C(=O)N(CC(N)=O)c2ccccc21,1.2,98,-12,-1,14,94,-3,-15,-1
COc1ccc(/C=N/N(Cc2ccccc2)c2ccccc2)cc1O,-0.2,98,-17,-8,-17,93,-3,0,-6
O=C(Nc1ccc(N2CCOCC2)nc1)c1ccc(F)cc1,2.0,96,-1,-2,-10,92,-2,9,0
CCn1c(=S)[nH]c2nc3c(cc2c1=O)CCCC3,0.9,103,-12,-4,2,95,-9,2,-5
Cc1ccc(-c2nnc(CCC(=O)NCC3C4CC5CC(C4)CC3C5)o2)s1 (centres undefined),0.4,102,0,4,6,104,-9,-12,-4
O=C(NCCc1ccc(C(F)(F)F)cc1)C1CCC(=O)N(CCc2cccc(F)c2)C1 (centres undefined),-0.4,106,-13,8,1,112,-30,-13,0
COCCNC(=S)N/N=C/c1c(C)[nH]c2ccccc12,0.3,91,-18,23,-11,24*,1,-14,-3
Nc1cc(=O)[nH]c(SCC(=O)Nc2ccc(S(=O)(=O)N3CCCCC3)cc2)n1,-0.3,85,-2,-2,-2,92,-2,0,-2
CC(C)(C)OC(=O)[C@H](Cc1ccccc1)NC(=O)c1nc[nH]c1C(=O)NC1CCN(C(=O)OC(C)(C)C)CC1,3.1,104,-33,1,-9,103,-41,-16,-5
Cc1nc2scc(-c3ccccc3)c2c(=O)o1,-1.9,98,10,-1,22,103,7,9,-1
COc1ccc(Oc2ccc(C(F)(F)F)cc2NC(=O)c2ccc(C)cc2)cc1,4.1,142*,-3,37,-19,135,-6,-10,-4
Cc1c(C(=O)/C=C/N(C)C)nnn1-c1ccc(Cl)c(Cl)c1,2.9,107,14,1,-1,101,0,-5,-4
CCOc1ccc2nc(SCC(=O)NC3CCS(=O)(=O)C3)[nH]c2c1 (centres undefined),0.8,104,5,1,4,105,-5,10,-1
Cc1ccc(NS(=O)(=O)c2ccc3c(c2)n(C)c(=O)n3C)cc1,-4.3,99,6,4,1,102,-10,-32,x
Cn1c(=O)c(=O)n(C)c2cc(S(=O)(=O)NCc3ccc(Cl)cc3)ccc21,-0.5,79,-1,-26,1,79,0,-5,-7

# A draw from above in order of length of the SMILES, rising.
SMILES,CRFBP-R2 agonist,MEKK3 PB1 HTS,NS3 helicase inh,MEKK2 mut-MEK5,SUMO HTRF inh,MEKK2wt PB1 HTS,DNA FID counter,CRFR2-BP antag,GalR3 antag
Cc1nc2scc(-c3ccccc3)c2c(=O)o1,-1.9,98,10,-1,22,103,7,9,-1
CCOc1ccc2nc(SCC(=O)NC3CCS(=O)(=O)C3)[nH]c2c1 (centres undefined),0.8,104,5,1,4,105,-5,10,-1
COc1ccc(Oc2ccc(C(F)(F)F)cc2NC(=O)c2ccc(C)cc2)cc1,4.1,142*,-3,37,-19,135,-6,-10,-4

# In a second layout: entries from further up
# Under each structure – CRFBP-R2 agonist	MEKK3 PB1 HTS	NS3 helicase inh	MEKK2 mut-MEK5	SUMO HTRF inh	MEKK2wt PB1 HTS	DNA FID counter	CRFR2-BP antag	GalR3 antag
- O=C(NCCc1ccc(C(F)(F)F)cc1)C1CCC(=O)N(CCc2cccc(F)c2)C1 (centres undefined)
  -0.4	106	-13	8	1	112	-30	-13	0
- COCCNC(=S)N/N=C/c1c(C)[nH]c2ccccc12
  0.3	91	-18	23	-11	24*	1	-14	-3
- Nc1cc(=O)[nH]c(SCC(=O)Nc2ccc(S(=O)(=O)N3CCCCC3)cc2)n1
  -0.3	85	-2	-2	-2	92	-2	0	-2

# New compounds follow:
SMILES,CRFBP-R2 agonist,MEKK3 PB1 HTS,NS3 helicase inh,MEKK2 mut-MEK5,SUMO HTRF inh,MEKK2wt PB1 HTS,DNA FID counter,CRFR2-BP antag,GalR3 antag
COc1ccc(C2=NOC(C(=O)NCCN3CCOCC3)C2)cc1 (centres undefined),0.5,105,2,9,4,110,0,6,-5
O=C(Nc1ccc(S(=O)(=O)N2CCOCC2)cc1)c1nn(-c2ccc(F)cc2)ccc1=O,-0.1,103,2,1,-2,102,-16,4,6
Cc1ccc(N(C)S(=O)(=O)c2cccc(C(=O)Oc3ccc4c(C)cc(=O)oc4c3)c2)cc1,5.0,95,-6,-2,29,100,0,-31,-3
COc1cccc(/C=C2\Oc3ccc(O)cc3C2=O)c1O,8.7,102,-9,-1,21,102,5,-14,-9
CCOC(=O)c1cnc(SC2CC(=O)N(c3ccc(C)cc3)C2=O)nc1N (centres undefined),0.1,88,0,-7,-6,88,-12,17,0
COc1ccc(-c2csc(N3C(=N)SCC3=O)n2)cc1,-2.9,82,-1,-7,9,89,-3,-10,-9
FC(F)Oc1ccc(NC(=S)NC23CC4CC(CC(C4)C2)C3)cc1,5.9,104,-10,4,-13,104,-15,5,-7
N#CCC(=O)N/N=C1\CCCCC1C1CCCCC1 (centres undefined),-0.1,98,8,15,-11,99,1,-17,-4
COc1ccc(OC)c(N(C)S(=O)(=O)c2ccc3c(c2)N(C(C)=O)CCO3)c1,-1.2,103,-4,2,-3,103,-18,2,-9
Cc1ccc(OCC(=O)Nc2cccc(C)n2)c(C)c1,-0.1,106,2,10,18,106,-15,-10,-4
COc1cc(C2NC(=O)NC(C)=C2C(=O)OC(C)C)ccc1OC(=O)c1ccco1 (centres undefined),-1.6,92,3,-3,9,97,-39,20,-8
Cc1ccsc1-c1nc(C(N)=O)c2[nH]c(=O)n(-c3ccc(Cl)cc3)c2n1,0.0,100,-1,-4,19,93,-2,6,5
CC1=NN(C2=NS(=O)(=O)c3ccccc32)C(C)(O)C1 (centres undefined),-1.6,102,27,7,-9,108,-24,18,-9
COc1ccc(OC)c(C2SCCN2S(C)(=O)=O)c1 (centres undefined),-0.5,102,-6,1,1,98,2,15,-2
[O-][n+]1onc2c1CCC(=N/O)/C2=N\Nc1ccccc1,x,109,17,1,47,103,1,x,x
Cc1nc(CCNC(=O)Cc2ccccc2)cs1,-0.3,101,4,2,15,98,-3,-10,1
Cc1cc(-c2ccco2)c(C#N)c2nc3ccccc3n12,21,100,21,3,32,98,-14,-9,1
Cc1cc(C)nc(SCc2ccc(C(=O)N/N=C/c3ccccc3C(=O)O)cc2)n1,-0.5,97,0,-2,11,93,-43,-6,-7
CC(C)(C)c1ccccc1OCCCCCn1ccnc1,1.5,70,-36,-17,22,87,19,-4,-2
OCCCNC(=S)Nc1ccc(Oc2ccccc2)cc1,-1.3,97,-11,-2,-7,95,-12,1,-4
CN(C)c1ncc(/C=C2/C(=O)NC(=S)N(C3CCCCC3)C2=O)cn1,x,102,0,-2,7,92,-13,x,x
O=C(CNC(=O)c1ccccc1)N/N=C/c1ccc([N+](=O)[O-])s1,0.0,102,14,3,8,103,5,1,-4
O=C(NCCC(=O)N1CCN(c2ncccn2)CC1)c1ccccc1Cl,0.4,105,10,10,25,108,-10,-1,1

# From PubChem BioAssay
